CHT PAM: allosterically activates the human high affinity choline transporter. CHT-expressing cells, membrane potential dye, choline EC20; stronger effect = higher value; LV-AA mutant CHT in HEK293 cells. B-score at 10 µM. 310,000 tested, 0.49% active;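 active = initial fluorescence not abnormally high and integrated response B-score, plate-corrected, over 3 SD above library mean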
Target sequence (Q9GZV3 whole entry, looked up): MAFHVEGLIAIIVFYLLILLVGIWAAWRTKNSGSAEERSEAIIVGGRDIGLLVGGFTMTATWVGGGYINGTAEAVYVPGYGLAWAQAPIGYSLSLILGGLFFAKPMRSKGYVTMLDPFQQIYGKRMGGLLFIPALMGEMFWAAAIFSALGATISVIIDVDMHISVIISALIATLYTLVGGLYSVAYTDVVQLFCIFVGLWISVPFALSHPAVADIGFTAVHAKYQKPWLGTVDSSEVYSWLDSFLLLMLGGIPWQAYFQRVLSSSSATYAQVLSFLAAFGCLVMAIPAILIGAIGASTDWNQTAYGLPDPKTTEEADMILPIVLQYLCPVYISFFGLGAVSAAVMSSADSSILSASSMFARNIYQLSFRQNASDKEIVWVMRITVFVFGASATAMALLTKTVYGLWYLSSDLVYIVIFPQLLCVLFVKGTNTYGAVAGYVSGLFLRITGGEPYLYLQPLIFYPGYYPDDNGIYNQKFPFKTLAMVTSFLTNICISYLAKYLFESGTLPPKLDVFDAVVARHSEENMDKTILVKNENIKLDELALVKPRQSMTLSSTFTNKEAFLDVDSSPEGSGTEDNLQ
OX1R antagonist: human HCRTR1 antagonism; O43613; AID 434989; inhibition, % at 5 µM; CHO/OX1R cells, Fluo-8 calcium fluorescence, orexin A; 330,000 tested, 0.43% active;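 active = inhibition above its plate's threshold, mean inhibition of all tested compounds on the plate plus 3 SD, cut at about 37% in these data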;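 note: 0% = orexin A challenge wells and 100% = SB-334867-A antagonist wells; not every result past the cut was called active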
Target sequence (O43613 whole entry, looked up): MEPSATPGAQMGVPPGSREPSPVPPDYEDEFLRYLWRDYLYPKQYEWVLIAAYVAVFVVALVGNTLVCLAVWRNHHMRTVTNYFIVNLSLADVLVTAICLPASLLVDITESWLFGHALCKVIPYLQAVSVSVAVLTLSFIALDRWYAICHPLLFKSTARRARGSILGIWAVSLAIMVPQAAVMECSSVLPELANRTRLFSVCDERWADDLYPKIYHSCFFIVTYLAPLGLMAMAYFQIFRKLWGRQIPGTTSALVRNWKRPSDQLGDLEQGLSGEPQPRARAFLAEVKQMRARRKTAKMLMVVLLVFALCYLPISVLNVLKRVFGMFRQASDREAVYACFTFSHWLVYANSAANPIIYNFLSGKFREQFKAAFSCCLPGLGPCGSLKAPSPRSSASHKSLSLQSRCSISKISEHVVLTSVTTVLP
* hit, by the source's call; i = inactive; nt = not tested or not shown.

SMILES	CHT PAM	OX1R antagonist
Cc1ccc(-c2cccc(C(=O)NCc3ccccc3)n2)c2ccccc12	i	-40.3
NNC(=O)CNC(c1ccccc1)c1cc(Cl)ccc1NC(=O)c1ccccc1 (stereo unspecified)	i	-20.1
CCOC(=O)c1ccc(NC(=O)CSc2nc(=O)n(CCN3CCOCC3)c3c2CCC3)cc1	i	-28.0
O=c1c2ccccc2nnn1COc1ccc(Cl)cc1Br	i	-17.9
Cc1ccc(C)c(NC(=O)c2cc3c([nH]c4ccccc43)c(C)n2)c1	i	7.0
CCOC(=O)c1c(C)n(C)c2ccc(OC(=O)c3ccco3)cc12	i	-12.2
Cc1ccc(S(=O)(=O)NC(CC(=O)NCC2CCCO2)c2ccco2)cc1 (stereo unspecified)	i	-20.1
CCOCCCNC(=O)C(NC(=O)c1ccc2c(c1)OCO2)c1ccc(Cl)cc1 (stereo unspecified)	i	-10.5
CCOC(=O)N1CCC(NC(=O)C2CCN(S(=O)(=O)c3cccs3)CC2)CC1	i	1.8
O=[N+]([O-])c1ccccc1/C=N/NC1=NCCCCC1	i	0.7
CCCC(=O)n1nc(-c2ccc(Cl)cc2)nc1SC	i	-7.9
Cc1cccc(-c2n[nH]c(S(C)(=O)=O)c2C#N)c1	i	1.0
C=CCn1c(=O)c2c(nc3n2CCS3)n(C)c1=O	i	-4.7
Nc1[nH]n2c(=O)c3c(nc2c1N=Nc1ccc(Cl)cc1)CCCC3	i	-19.6
CCOC(=O)N1CCC(N2C(=O)c3ccc(C(=O)NCCOC)cc3C2=O)CC1	i	8.0
COc1cccc(CN(C)C(=O)c2ccccc2SCC(=O)N2CCCC2)c1	i	-17.3
CC(=O)c1ccc(N2CCN(c3ncccn3)CC2)cc1	i	6.2
O=C(CCN1CCOCC1)N1c2ccccc2Sc2ccc(Cl)cc21	i	-34.6
C=CCNC(=O)C(=O)NCC(c1ccc2c(c1)OCO2)N1CCN(c2ccc(F)cc2)CC1 (stereo unspecified)	i	-5.8
CC1C(c2ccccc2)=[N+]([O-])C2(CCCCC2)N1O (stereo unspecified)	i	4.1
O=C(/C=C/c1ccco1)Nc1ccccc1N1CCOCC1	i	0.8
COc1ccc([N+](=O)[O-])cc1NC(=O)CSCc1cc(C)cc(C)c1	i	2.6
CN(CC(=O)Nc1c(Cl)cccc1Cl)C(=O)CNC(=O)C1CCCCC1	i	-10.9
O=C(Cc1n[nH]c(=O)c2ccccc12)OCC(=O)c1ccc(F)cc1	i	-24.9
O=P(c1ccccc1)(c1ccccc1)c1cc(S(=O)(=O)O)ccc1O	i	nt

One compound at a time, from the list above.
Record of O=c1c2ccccc2nnn1COc1ccc(Cl)cc1Br : CHT PAM = i; OX1R antagonist = -17.9
Record of O=C(CCN1CCOCC1)N1c2ccccc2Sc2ccc(Cl)cc21 : CHT PAM = i; OX1R antagonist = -34.6

Sorted by the number under OX1R antagonist (ascending): three from the list above
structure,OX1R antagonist
O=C(CCN1CCOCC1)N1c2ccccc2Sc2ccc(Cl)cc21,-34.6
Nc1[nH]n2c(=O)c3c(nc2c1N=Nc1ccc(Cl)cc1)CCCC3,-19.6
CCCC(=O)n1nc(-c2ccc(Cl)cc2)nc1SC,-7.9

Going on with the list.
SMILES	CHT PAM	OX1R antagonist
CCOc1c(Br)cc(/C=C(\C#N)C(=O)NC2CC2)cc1OC	i	-24.1
CC[n+]1cc(-c2ccccc2)nc(N2CCOCC2)n1	i	2.6
Nc1nnnn1/N=C/c1ccccc1O	i	-6.5
O=C(COc1ccc(S(=O)(=O)N2CCCCC2)cc1)NCc1ccccn1	i	-8.7
COc1ccc(/C=N/NC(=O)CCCOc2ccc(Cl)cc2Cl)cc1	i	-23.3
COc1ccc(S(=O)(=O)N2CCc3ccccc32)cc1C(=O)NC1(C)CCS(=O)(=O)C1 (stereo unspecified)	nt	-16.6
CCCn1c(N)c(N(CCOC)C(=O)c2ccc(C#N)cc2)c(=O)[nH]c1=O	i	-6.5
Cc1cccnc1	nt	-12.2
COc1ccc(NC(=O)CC2C(=O)N(c3cccc(OC)c3)C(=O)N2Cc2ccco2)cc1 (stereo unspecified)	i	-24.6
CCCNC(=O)NC(=O)CN1C(=O)NC(C)(c2ccc3ccccc3c2)C1=O (stereo unspecified)	i	-4.2
Cc1ccc(S(=O)(=O)N(CC(=O)N2CCC(C)CC2)Cc2ccccc2F)cc1	i	-8.8
CC(=O)Nc1ccc(S(=O)(=O)N2CCC(Oc3ccc(-n4cnnn4)cc3)CC2)cc1	i	-3.1
CCOC(=O)c1ccc(NC(=O)c2cccc(S(=O)(=O)N3CCOCC3)c2)cc1	i	27.5
COc1cc(-c2nnc(SCc3ccccc3Cl)o2)cc(OC)c1OC	i	-37.3
Cc1ccc(CSC2=NCCN2C(=O)C2CC2)cc1	i	-2.5
COc1cccc(NC(=O)COC(=O)c2c(C)noc2C)c1	nt	-6.0
C/C(=N\NC(=O)CNc1ccccc1Cl)C(C)(C)C	i	-29.2
CCc1nn(CC(=O)N2CCN(c3ccc(F)cc3)CC2)c(=O)c2cc3occc3n12	i	-20.8
O=C(NCCc1ccccc1)C1CCC(CNc2nc(=S)[nH]c3ccccc23)CC1 (stereo unspecified)	i	-25.2
CCOc1ccc(NC(=O)CN2C(=O)C3CCCN3C2=O)cc1 (stereo unspecified)	i	-15.3
Cc1ccc(C(C(=O)NC2CCCC2)N(Cc2cccs2)C(=O)CNC(=O)c2cccs2)o1 (stereo unspecified)	i	-34.5
Cc1ccc(CN2CCN(CCC(C)C)C(CCO)C2)s1 (stereo unspecified)	i	-15.4
C/C(=C\C(=O)c1ccc(Cl)s1)N(C)C	i	-9.2
Cc1cccc(C(=O)NCC(=O)OCc2nc(N)nc(Nc3ccccc3C)n2)c1	nt	-15.4
O=C(Nc1ccc(Cl)cc1)[C@@H]1[C@@H]2C(=O)N(c3ccc4ccccc4c3)C(=O)[C@@H]2[C@H]2C=CC=NN21	i	-27.7

Later entries:
SMILES	CHT PAM	OX1R antagonist
CC(=O)N1CCc2cc(C(=O)CN3CCN(c4ccccn4)CC3)ccc21	i	-13.2
COc1cccc(Cn2cccc(NC(=O)NC3CCCCC3)c2=O)c1	i	-28.6
C=C(C)CNc1cc(S(=O)(=O)N2CCOCC2)ccc1Oc1ccccc1	nt	9.8
CCCC(=O)c1ccc(N2CCN(C(=O)OCC)CC2)c(F)c1	i	-4.1
Cc1nc2ccccc2n2c(O)c(CC(=O)O)cc12	i	0.9
Cc1cccc(N2CCN(C(=O)c3ccc4c(c3)CCN4S(C)(=O)=O)CC2)c1C	i	-10.4
CCCCn1c(N)c(N(CC)C(=O)C2CCN(C(=O)c3ccccc3C)CC2)c(=O)[nH]c1=O	nt	-17.5
CC(=O)Nc1ccc(NC(=O)c2c(C)c(-c3ccccc3)nc3ccccc23)cc1	i	-32.7
Cn1c2ccccc2c(=O)n2c(=O)c3ccccc3cc12	i	-13.1
COc1ccc(CCNS(=O)(=O)c2ccc3c(c2)oc(=O)n3C)cc1OC	i	-14.1
CCOc1ccc(CNC(=O)CCC(=O)N2Cc3ccccc3Oc3ncccc32)cc1	i	-13.3
COc1ccccc1C1CC(c2ccco2)=NN1S(C)(=O)=O (stereo unspecified)	i	-9.3
Cc1cc(C)cc(N(C(=O)CNC(=O)c2ccco2)C(C(=O)NC2CCCC2)c2ccncc2)c1 (stereo unspecified)	i	-7.2
COc1ccc(C(=O)Nc2ccccc2N2CCCC2)cc1S(=O)(=O)N1CCOCC1	i	-36.4
O=C(COc1cc(Cl)c(Cl)cc1Cl)Nn1cnnc1	i	-13.7
COc1ccc(-c2noc(CSc3nc(N)c(-c4ccccc4)c(=O)[nH]3)n2)cc1OC	i	-40.6
COc1ccc(NC(=O)Nc2cccc([N+](=O)[O-])c2)cc1Cl	i	29.1
CCN(CC)C(=O)/C(=C\c1ccc(Br)cc1)NC(=O)c1ccccc1OC	i	-28.9
CC1(C)CCC(=O)N(c2ccccc2)C1=O	i	-1.1
CN(C)c1ccc(C(=S)N2CCN(S(=O)(=O)c3ccccc3)CC2)cc1	i	-17.2
O=C(c1ccccn1)N1CCN(S(=O)(=O)c2cccc(Br)c2)CC1	nt	-18.6
O=C(c1ccco1)N1CCN(C(=O)N2CCOCC2)CC1	i	-13.5
O=C(Nc1cccc(C(F)(F)F)c1)c1cnccn1	i	-13.0
COc1cc(CCCN2C(N)=NC[C@@H]2Cc2ccc(O)cc2)cc(OC)c1OC	i	-14.0
CCOC(=O)c1cnc(SCC(=O)c2ccccc2)nc1N	i	-17.6

Ordered by molecular weight (largest number first): 6 of the compounds above
SMILES	CHT PAM	OX1R antagonist
COc1ccc(-c2noc(CSc3nc(N)c(-c4ccccc4)c(=O)[nH]3)n2)cc1OC	i	-40.6
CCOc1ccc(CNC(=O)CCC(=O)N2Cc3ccccc3Oc3ncccc32)cc1	i	-13.3
Cc1cccc(N2CCN(C(=O)c3ccc4c(c3)CCN4S(C)(=O)=O)CC2)c1C	i	-10.4
COc1cccc(Cn2cccc(NC(=O)NC3CCCCC3)c2=O)c1	i	-28.6
COc1ccccc1C1CC(c2ccco2)=NN1S(C)(=O)=O (stereo unspecified)	i	-9.3
O=C(c1ccco1)N1CCN(C(=O)N2CCOCC2)CC1	i	-13.5

Continuation:
SMILES	CHT PAM	OX1R antagonist
CCOc1ccc(C(=O)OCC(=O)NCc2ccco2)cc1OCC	i	-5.5
Oc1[nH]c2ccccc2c1N=Nc1ccc(F)cc1	i	-13.5
Cc1ccc(C2CC(c3ccccc3)n3ncnc3N2)cc1 (stereo unspecified)	i	6.2
CC(=O)/C(C(=N)N1CCN(Cc2ccccc2)CC1)=C(\C)O	i	-12.7
CC(=O)NC(=S)NNC(=O)c1ccc(Br)cc1	i	-11.7
CCN(CC(=O)Nc1ccc(C(C)=O)cc1)CC(=O)Nc1cccc(OC)c1	i	-30.3
O=C(NCc1ccc(N2CCCC2=O)cc1)c1cccc(Cl)c1	i	-13.6
Cc1ccccc1NCN1C(=O)C2C3C=CC(C3)C2C1=O (stereo unspecified)	i	-7.0
CC(C)c1ccc(NC2CCCN(C(=O)c3ccc4nccnc4c3)C2)cc1 (stereo unspecified)	i	-13.7
CC(C)c1ccccc1NC(=S)N1CCN(Cc2ccc3c(c2)OCO3)CC1	i	-19.4
NC(=O)c1ccc(NC(=O)CN2CCN(c3ccc(Cl)cc3)CC2)cc1	i	-12.9
Cc1nc2ccccc2c(=O)n1-c1ccc(NS(=O)(=O)c2ccc(F)cc2)cc1	i	-24.9
CCCCC(O)(c1ccccc1)C(CN1CCOCC1)c1ccccc1 (stereo unspecified)	i	nt
COc1ccc(NC(=O)N(C)C[C@H]2Oc3ccc(NS(=O)(=O)c4cccs4)cc3C(=O)N([C@H](C)CO)C[C@@H]2C)cc1	nt	-7.9
Cc1ccc(OCc2nnc(N)s2)cc1	i	-12.7
CS(=O)(=O)N1CCc2cc(C(=O)O)ccc21	i	2.4
Cc1cc(NC(=O)CCS(=O)(=O)c2ccc3c(c2)NC(=O)C(C)S3)ccc1Br (stereo unspecified)	i	-22.8
CN1CCN(C(=O)C2=C[C@@H](c3ccc(Br)cc3)C[C@@H](OCc3ccc(CO)cc3)O2)CC1	i	1.9
CCCS(=O)(=O)N1CCN(C(=O)COc2ccccc2)CC1	i	-0.1
CC(=O)Nc1nc(C)c(-c2csc(Nc3ccc(S(N)(=O)=O)cc3)n2)s1	i	-5.1
CC(=O)Nc1ccc(S(=O)(=O)NCCC(=O)OCc2csc(CC(=O)Nc3ccccc3C)n2)cc1	i	-16.0
O=C(O)CCC(=O)N1N=C(c2ccccc2)CC1c1ccc2c(c1)OCO2 (stereo unspecified)	i	nt
CSc1ncc(C(=O)Nc2cccc(Cl)c2C)c(C)n1	i	-35.9
O=C1c2ccccc2C(=O)N1CCCCn1c(=O)oc2ccccc21	i	-34.2
O=C(NCc1cccs1)c1cc(-c2ccccc2)nn1CC1CC(c2cccnc2)=NO1 (stereo unspecified)	i	-16.5

Other results follow:
SMILES	CHT PAM	OX1R antagonist
COc1cc(-c2nc3n(c(=O)c2C#N)CCS3)cc(OC)c1OC	i	-14.3
O=C(c1cccs1)N1CCC(c2nc(-c3ccc(S(=O)(=O)N4CCOCC4)cc3)no2)CC1	i	-8.3
CCN(c1ccccc1)c1ncnc2c1cnn2-c1ccccc1	i	-44.1
CN(C)C(CNc1nnnn1-c1ccccc1)c1ccco1 (stereo unspecified)	i	1.9
C(=C\c1ccccc1)/CSc1nnc(-c2ccccc2)n1Cc1ccco1	i	4.0
CCOC(=O)/C=C1\SCC(=O)N1CC(=O)NC(C)c1ccc(F)cc1 (stereo unspecified)	i	-1.3
O=C(CSc1ncc(-c2ccccc2)n1C1CCCC1)N1CCc2ccccc21	i	-17.1
Cc1cccc(-c2nc(CN3CCCC(C(=O)NC4CCC(C)CC4)C3)c(C)o2)c1 (stereo unspecified)	i	-5.9
O=C(c1cc(COc2ccc(F)c(F)c2)on1)N1CCN(C2CCCCC2)C(=O)C1	i	7.8
O=C(CSCc1ccc(Cl)cc1)Nc1ccc(O)cc1C(=O)O	i	-14.7
CCN(CC(=O)Nc1cc(Cl)ccc1C)C(=O)C1CC1	nt	-8.7
CC1=CCC[C@H]2[C@H](C1)C(=O)C[C@@H](C)[C@]2(C)CC/C(=C/CO)CO	nt	-21.8
O=C(Cc1ccccc1)Nn1c(-c2ccccc2F)nc2ccccc2c1=O	i	-25.8
CN1c2ccsc2C(O)=C(C(=S)Nc2ccc(F)c(Cl)c2)S1(=O)=O	i	-4.6
CC(C)Cn1c(SCC(=O)c2ccc(Cl)s2)nnc1-c1ccco1	i	-32.4
CC(=O)c1c(C)[nH]c(C(=O)Nc2cccc(S(=O)(=O)N(C)c3ccccc3)c2)c1C	i	7.1
COc1ccc(Nc2nccc(-c3ccc(C#N)cc3)n2)cc1	i	-28.9
COc1ccccc1Nc1nn2c(=O)c3ccc(C(=O)NCc4cccnc4)cc3nc2s1	i	-5.0
O=C(Nc1cccc(Cl)c1)N(Cc1nc2ccccc2c(=O)[nH]1)Cc1cccs1	i	-34.4

Assay outcomes: PubChem, several laboratories

Random draw from the library; overall some 0.8% were active at least once.
